RSV antiviral HEp-2: RSV antiviral activity via CPE protection, HEp-2 cells, primary 10 µM value included (AID 2391) | 310,000 compounds, 0.13% hits | HEp-2 cells, RSV-induced CPE inhibition; higher % means a stronger effect | CPE inhibition, % at 10 µM; hits with a dose series show IC50 in µM; in the data active = a potency from the dose series; inconclusive = CPE inhibition mostly from about 23% at the one dose, without a potency; inactive = the rest, 99 in 100 with CPE inhibition below about 21%; note: strong numbers were not always called active
MgcRacGAP inhibition: MgcRacGAP GTPase-activating activity inhibitors, confirmation, biochemical, ADP Hunter fluorescence. MgcRacGAP-stimulated Rac1 GTP hydrolysis, ADP Hunter fluorescence; higher % means a stronger effect; GST-tagged Rac1 F28L mutant substrate. inhibition, % at 30 µM; hits with a dose series show IC50 in µM. 340,000 compounds, 0.6% hits;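 active = first-screen hits whose inhibition reached a set limit at any dose in the follow-up dose series; inconclusive = inhibition above the set first-screen limit but never retested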;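 note: fluorescence reports GDP produced by GAP-driven GTP hydrolysis; strong numbers were not always called active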
PhoP inhibition: PhoP-dependent GFP reporter repression – Salmonella Typhimurium, primary screen (AID 1863). inhibition, % at 50 µM, or IC50 in µM where a hit was titrated. S. Typhimurium PhoP-regulated promoter GFP reporter, 4 h; higher % means a stronger effect. 300,000 compounds, 0.16% hits;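 active = inhibition over 29.93%, a cutoff 3 SD above the screen mean, later confirmed by dose response; inconclusive = inhibition over 29.93% but no dose response follow-up; inactive = inhibition at most 29.93% or unconfirmed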;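 note: 0% = low Mg2+ inducing control and 100% = high Mg2+ repressing control; strong numbers were not always called active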
NS5 inhibitors: Dengue-2 NS5 methyltransferase inhibitors, primary screen, biochemical, confirmation dose response (AID 588689); Dengue-2 NS5 methyltransferase capping enzyme assay, biochemical; higher % means a stronger effect; one-dose inhibition, % at 25 µM; IC50 in µM for titrated hits; 340,000 compounds, 0.3% hits; in the data active = a potency from the dose series; inconclusive = inhibition above about 29% without an active follow-up result
SV40 large T antigen: TAg ATPase/helicase activity blockers – biochemical (AID 1903) | SV40 large T antigen ATPase/helicase inhibition assay; higher % means a stronger effect | one-dose inhibition, % at 20 µM; IC50 in µM for titrated hits | 310,000 compounds, 0.39% hits; in the data active = a potency from the dose series; inconclusive = inhibition mostly from about 32% at the one dose, without a potency; inactive = the rest, 99 in 100 with inhibition below about 32%; note: strong numbers were not always called active
HIV fusion peptide: inhibitors of HIV fusion peptide binding, primary screen, biochemical, uHTS, fluorescence dequenching (AID 1986); cell-free peptide binding, fluorescence dequenching, 30 min; higher % means a stronger effect; inhibition, % at 20 µM, or IC50 in µM where a hit was titrated; 290,000 compounds, 0.3% hits; in the data active = inhibition mostly above about 52%, no sharp cut-off; inactive = mostly below about 76%; note: some results filed as inactive read as strong as hits
UTI89 phage lysis: inhibition of K1F phage lysis, E. coli UTI89, bacterial capsule biogenesis inhibitors, alamar blue (AID 488966); E. coli UTI89 K1F phage lysis, alamar blue, 2 h; higher % means a stronger effect; one-dose inhibition, % at 100 µM; IC50 in µM for titrated hits; 340,000 compounds, 0.02% hits;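 active = phage lysis inhibition, versus mean bacterial control, above a set limit; inconclusive = no clear call, values can overlap the other calls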;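 note: capsule biogenesis inhibitors block K1F phage lysis so surviving cells raise fluorescence; higher fluorescence means more inhibition of phage lysis; actives were called in the ten point dose series up to 300 µM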
GPR55 antagonists: GPR55 antagonists blocking LPI-driven arrestin recruitment, primary screen, imaging, U2OS, beta-arrestin-GFP, LPI agonist (AID 2013); U2OS GPR55 beta-arrestin-GFP translocation imaging, LPI antagonism; higher % means a stronger effect; one-dose inhibition, % at 10 µM; IC50 in µM for titrated hits; 290,000 compounds, 0.13% hits;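 active = spots per cell inhibited over 60%, with over 100 cells counted and total cytoplasm intensity under 500,000; inconclusive = wells with under 100 cells, flagged as likely toxic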;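 note: U2OS cells stably carrying GPR55 and arrestin-GFP stimulated by 5 µM LPI near EC80; imaged beta-arrestin-GFP aggregate spots per cell after agonist stimulation; plate controls were LPI-stimulated DMSO wells for no effect and DMSO wells without LPI for full effect; some results filed as inactive read as strong as hits; confirmed hits need IC50 under 10 µM and bright autofluorescent wells are also inconclusive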
GPR35 arrestin U2OS: GPR35 antagonists blocking zaprinast-driven arrestin recruitment, primary screen, imaging, U2OS, beta-arrestin-GFP, zaprinast agonist (AID 2058); inhibition, % at 10 µM, or IC50 in µM where a hit was titrated; 290,000 compounds, 0.052% hits; U2OS GPR35 beta-arrestin-GFP translocation imaging, zaprinast antagonism; higher % means a stronger effect;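 active = inhibition of at least 50% with at least 30 cells and total cytoplasm GFP at most 10,000,000; inconclusive = under 30 cells or total GFP of 10,000,000 plus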
NS5 inhibitors pilot replicate: recorded beside NS5 inhibitors, whose call it bears; inhibition, %; measured here: pilot screen replicate inhibition
An asterisk follows results filed as active; ? = inconclusive; . = no result given; & = joins results of further samples; [ ] = another dose, or the depositor's remark. Compounds as they come; any-hit rate near 1.5%.

SMILES	RSV antiviral HEp-2	MgcRacGAP inhibition	PhoP inhibition	NS5 inhibitors	SV40 large T antigen	HIV fusion peptide	UTI89 phage lysis	GPR55 antagonists	GPR35 arrestin U2OS	others
O=C(O)CCSc1nnc(COc2cccc3ccccc23)n1-c1cccc(Cl)c1	0.7%	-1%	9%	-4%	8%	18%	-1.9%	2%	8%
Cc1nc(CSc2nsc(/C=C/N(C)C)c2C#N)cs1	.	11%	3%	-82%	7%	27%	0.4%	-12%	12%
CN(C)S(=O)(=O)c1cccc(-c2cn3cc(Cl)ccc3n2)c1	0.8%	8%	-4%	-6%	7%	4.1%	2.2%	2%	-3%
CC(C)C(NS(=O)(=O)c1cccs1)C(=O)N(C)Cc1ccccc1 (configuration not stated)	-0.7%	2%	-4%	1%	8%	-1.2%	0.4%	-12%	7%
Fc1ccc(C(c2ccc(F)cc2)N2CCN(C/C=C/c3ccccc3)CC2)cc1	1.4%	-1%	5%&9%	-2%	22%&13%	1.7%	4.3%	14%	24%
O=C1c2ccccc2C(=O)N1OCc1ccc(Cl)cc1	.	8%	7%	1%	15%	0.2%	-0.4%	11%	-9%
Cc1ccc(C2CC(c3cccs3)=NN2C(=O)CSc2nc3ccccc3o2)cc1 (configuration not stated)	47%	8%	7%	-4%	13%	-3.8%	-10%	13%	-11%
COCC(C)NS(=O)(=O)c1ccc(C)cc1 (configuration not stated)	1.4%	5%	-1%	-2%	20%	-2.1%	1.8%	-2%	2%
O=C(N/N=C/c1ccco1)c1ccc2nc[nH]c2c1	0.8%	6%	6%	9%	4%	0.0%	-1.5%	6%	5%
Cn1c(=O)c2c(nc(SCCN3CCOCC3)n2Cc2ccc(F)cc2)n(C)c1=O	0.4%	4%	-1%	-5%	0%	7.8%	-0.1%[50 µM]	6%	-1%
CCN(CC)S(=O)(=O)c1ccc(C(=O)OCC(=O)N2CCOCC2)cc1	1.0%	1%	12%	-7%	-1%	0.2%	0.2%	7%	7%
COCc1[nH]nc2c1C(c1ccc(OC)c(OC)c1)C(C#N)=C(N)O2 (configuration not stated)	1.0%	7%	17%	4%	15%	0.6%	3.2%	-4%	1%
CCCS(=O)(=O)n1nc(-c2ccc(OC)cc2OC)cc1N	-0.6%	11%	-6%	1%	10%	0.1%	5.3%	-6%	-6%
CN1CCN(C(=O)CCc2ncc(C(F)(F)F)cc2Cl)CC1	0.4%	4%	1%	1%	14%	-0.7%	1.0%	3%	4%
O=C(Nc1cc(Cl)cc(Cl)c1)Nc1cnccn1	3.1%	8%	-2%	-7%	8%	4.9%	-0.1%	8%	2%
O=C(COc1ccc2c3c(c(=O)oc2c1)CCCC3)NCCCN1CCOCC1	-0.7%	3%	-1%	2%	7%	-0.1%	-1.9%	4%	-14%
COc1ccc(OCC(=O)c2c[nH]c3ccccc23)cc1	-1.0%	4%	3%	-3%	2%	1.0%	-0.1%	12%	-4%
O=C(c1ccc(F)cc1)c1ccc(-c2ccc(F)cc2)nc1	3.4%	5%	16%	-2%	-2%	-0.1%	-0.1%	0%	-12%
S=C(NC1CCCCC1)N1CCN(Cc2ccccc2)CC1	1.0%	4%	1%	1%	9%	-2.3%	0.8%	8%	41%
Cc1cc(C(=O)NC(C)C2CC2)c(Cl)cc1Cl (configuration not stated)	0.0%	9%	1%	-3%	8%	-1.7%	0.3%	0%	6%
CC(C)NC(=O)COC(=O)c1ccc(O)cc1	0.3%	10%	-4%	-7%	4%	2.4%	0.0%	9%	4%
CCn1c(CSc2ncccn2)nnc1SCC(=O)N1CCc2ccccc21	0.8%	10%	2%	-5%	1%	-1.0%	-1.1%	7%	-2%
Cc1ccc(NC(=S)N(Cc2cccs2)Cc2cc3cc(C)ccc3[nH]c2=O)cc1	2.7%	3%	9%	4%	9%	2.5%	5.8%	13%	9%
CN(C)C=Nc1ncc2c3ccccc3n(CCN(C)C)c2c1C#N	-3.5%	17%	-12%	-1%	9%	2.0%	0.5%	6%	30%
C/C(=N\NC(=O)C(N)=O)c1cccc(C(F)(F)F)c1	2.4%	-2%	0%	5%	-3%	-1.8%	1.8%	-11%	5%
CC(=O)Oc1ccc2c(c1)O/C(=C\c1ccncc1)C2=O	.	1%	-38%	?	16%	106%*	-0.7%	11%	26%
O=C(Cc1ccc(Cl)cc1Cl)OCC(=O)N1CCCCC1	0.3%	-5%	6%	1%	-1%	2.3%	0.1%	-4%	2%
O=C(Nc1ccc(F)cc1)c1cc(-c2ccccn2)nc2c(Cl)cccc12	0.4%	4%	2%	-7%	2%	1.1%	0.1%	7%	3%
COc1ccccc1C/C(N)=N/OC(=O)c1cccc([N+](=O)[O-])c1	3.6%	4%	7%	-5%	17%	-2.0%	0.1%	-4%	2%
CNC(=O)c1cccnc1Nc1cccc(C(F)(F)F)c1	?	14%	-6%	-3%	4%	-1.8%	0.2%	2%	-16%
O=S(=O)(c1ccc(F)c(F)c1)N1CCN(c2ccccn2)CC1	0.1%	9%	-2%	-1%	9%	-1.0%	0.1%	1%	-4%	NS5 inhibitors pilot replicate=0.9
CCn1c(SCC(=O)N2CCCc3ccccc32)nc2ccccc2c1=O	7.0%	7%	-1%	-5%	10%	0.1%	0.7%	-2%	1%
CN(C)c1oc(-c2ccccc2F)nc1C#N	9.4%	4%	-1%	-1%	8%	-0.6%	5.8%	23%	6%
CCN(CC)C(=O)Cn1c(=O)n(CCC(=O)Nc2ccc(F)cc2)c(=O)c2sccc21	1.1%	11%	-1%	-10%	8%	-0.1%	0.1%	14%	-4%
CCC(C(=O)O/N=C(\N)c1ccccc1)c1ccccc1 (configuration not stated)	1.4%	8%	-5%	-4%	6%	-2.0%	6.5%	-3%	13%
CCN(Cc1ccccc1)C(=O)C1CCN(c2ncnc3c2nc2n3CCCCC2)CC1	5.6%	2%	-3%	5%	2%	2.9%	-0.3%	2%	6%
CC(C)Cc1nnc(NC(=O)CN2C(=O)NC3(CCCCC3)C2=O)s1	0.1%	5%	-6%	1%	0%	-0.9%	-0.7%[50 µM]	12%	9%
CCc1ccccc1NC(=O)CN(C)C(=O)CN1C(=O)NC2(CCCCCC2)C1=O	0.9%	-7%	7%	-1%	-2%	-1.9%	3.8%	9%	0%
COc1ccc2nc(N/C(N)=N/S(C)(=O)=O)nc(C)c2c1	-3.1%	9%	-5%	9%	13%	1.1%	-0.1%	-7%	-11%
COc1cc(C(=O)/C=C/Nc2ccc(NC(C)=O)cc2)cc(OC)c1OC	4.0%	0%	-12%	-4%	9%	-5.1%	-3.2%	-5%	-6%
CCOCCCNC(=O)Cn1cnc2c(cnn2-c2ccc(OC)cc2)c1=O	0.2%	7%	-5%	1%	6%	0.6%	0.0%	6%	-3%	NS5 inhibitors pilot replicate=-2.5
O=C(O)c1ccc(-n2cc(C(=O)c3ccccc3O)cn2)cc1	1.1%	0%	-3%	3%	9%	3.7%	0.1%	-4%	-12%
COc1cc(NC(=O)c2csc(-c3ccncc3)n2)cc(C(=O)Nc2cccc(C(F)(F)F)c2)c1	0.8%	6%&8%	-1%	0%&-6%	3%	2.2%	1.5%	17%	-2%
O=C(c1ccc([N+](=O)[O-])cc1)n1nc(-c2ccccc2)nc1NCc1ccc(F)cc1	1.6%	2%	-5%	-4%	5%	0.0%	0.1%	0%	4%
O=C(COc1cccnc1[N+](=O)[O-])N1CCN(S(=O)(=O)c2ccccc2)CC1	0.3%	5%	-8%	4%	1%	-2.9%	2.2%	-1%	-8%
COc1ccc(CCn2c(C)nc3c(c(=O)c4ccccc4n3C)c2=O)cc1	?	9%	-11%	-3%	18%	-3.7%	6.8%	-7%	4%
O=S(=O)(NCCC1CC1(Cl)Cl)c1ccc(Cl)cc1 (configuration not stated)	1.3%	8%	0%	7%	6%	0.1%	0.2%	0%	-4%
Cc1cccc(C)c1NC(=S)/C(=C(\[O-])c1cccs1)[n+]1ccccc1	3.0%	9%	11%	-1%	7%	2.8%	2.4%[50 µM]	-16%	3%
O=C(CN(C(=O)c1csnn1)c1ccc(F)c(Cl)c1)NC1CCCC1	0.2%	7%	-4%	4%	9%	2.8%	0.2%	7%	4%
C[C@@H](NC(=O)[C@@H]1Cc2ccccc2CN1)C(=O)NCC1CCCO1 (some centres not stated)	0.8%	0%	6%	-1%	7%	-2.0%	0.3%	-15%	-15%
O=C(CCC(=O)NC1CCN(Cc2ccccc2)CC1)NCc1ccco1	0.5%	-1%	-14%	0%	3%	0.2%	0.6%	-8%	-10%	NS5 inhibitors pilot replicate=3.2
CCCC(C(=O)NCCc1ccc(S(N)(=O)=O)cc1)c1ccccc1 (configuration not stated)	0.7%	5%	-5%	-8%	11%	-1.2%	1.3%	-9%	-11%
CCOC(=O)c1cc2sccc2n1CC(=O)N1CCCC1	1.3%	-2%	5%	0%	1%	-1.5%	1.4%	4%	6%
Cc1ccc(S(=O)(=O)N[C@H](C(=O)OCC(=O)NC(=O)Nc2ccc3c(c2)OCCO3)C(C)C)cc1	7.9%	-6%	-12%	1%	10%	-0.8%	0.2%	2%	17%
OCCN(CC#CC(O)(c1ccccc1)c1cccc(F)c1)CCO (configuration not stated)	0.4%	-11%	-6%	-5%	1%	-0.4%	-0.5%	-2%	6%
C/C(=N/Nc1nc(-c2ccccc2)cc(-c2ccccc2)n1)c1ccc(N)cc1	.	.	11%	.	12%	-1.1%	.	16%	-6%
CC(=O)Nc1cccc(-c2nc3ccc(NC(C)=O)cc3[nH]2)c1	0.6%	17%	14%	1%	15%	0.1%	1.4%	-3%	7%
COc1ccc(NC(=O)N(Cc2cc3cc(OC)ccc3[nH]c2=O)CC2CCCO2)cc1 (configuration not stated)	-0.6%	14%	2%	6%	3%	26%	-0.3%	4%	-2%
Cn1nc(CC(=O)Nc2ccc(N3CCN(C(=O)OC(C)(C)C)CC3)cc2)c2ccccc2c1=O	0.9%	2%	6%	-4%	4%	-0.3%	-4.1%	1%	4%
COc1ccccc1-c1nnc(SC/C(O)=C(\C#N)c2nc3ccccc3[nH]2)n1C1CCCCC1	?	13%	-2%	-12%	16%	1.5%	6.5%	-4%	-1%

High-throughput results: PubChem BioAssay, several laboratories
